Bioassay records deposited in PubChem BioAssay by National Center for Advancing Translational Sciences (NCATS).
FBPA coupling cs = coupling enzyme interference in Giardia aldolase counter-screen; coupling enzyme system counterscreen, AmpLite Red fluorescence; activity change, negative = inhibition, % at 58.2 µM, hits read low; 290,000 compounds, 0.67% hits; in the data active = activity change below about -30%; also: % is scaled to controls: 0 for no effect and ±100 for the full control effect
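Activity here indicates interference with the coupling reaction, not aldolase inhibition. Compounds at 57.5 uM final met coupling enzymes for 10 min at RT; substrate and AmpLite Red detection followed, with a 525/598 nm fluorescence read after 20 min.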
hERG WT inh = KCNH2 (human, wildtype) channel inhibition; Q12809; U2OS, BacMam KCNH2, thallium flux FluxOr; active compounds read low; 340,000 compounds, 0.37% hits; activity change, % at 1.84 µM;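 active = maximum activity change below -70%; inconclusive = maximum activity change between -70% and -50%; inactive = maximum activity change above -50%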; also: % is scaled to controls: 0 for no effect and ±100 for the full control effect
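U2OS cells were transduced with wild-type KCNH2 virus (2.03 x 10^8 / mL) for 4 h at room temperature, then cultured overnight at 37 C. Thallium flux was read with FluxOr dye. Rate constants were normalized to DMSO controls.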
S-ASM inh = blocks human secretory acid sphingomyelinase. Potency, µM (highest dose often 57.5 µM), inactives show at the top dose activity change, negative = inhibition, actives largely listed as inhibitors. 340,000 compounds, 0.006% hits. P17405. placental ASM, HMU-PC fluorogenic substrate, 60 min. AID 504937; also: potency is read from the fitted curve at half-maximal effect
Target sequence (P17405 47-631 limits assumed): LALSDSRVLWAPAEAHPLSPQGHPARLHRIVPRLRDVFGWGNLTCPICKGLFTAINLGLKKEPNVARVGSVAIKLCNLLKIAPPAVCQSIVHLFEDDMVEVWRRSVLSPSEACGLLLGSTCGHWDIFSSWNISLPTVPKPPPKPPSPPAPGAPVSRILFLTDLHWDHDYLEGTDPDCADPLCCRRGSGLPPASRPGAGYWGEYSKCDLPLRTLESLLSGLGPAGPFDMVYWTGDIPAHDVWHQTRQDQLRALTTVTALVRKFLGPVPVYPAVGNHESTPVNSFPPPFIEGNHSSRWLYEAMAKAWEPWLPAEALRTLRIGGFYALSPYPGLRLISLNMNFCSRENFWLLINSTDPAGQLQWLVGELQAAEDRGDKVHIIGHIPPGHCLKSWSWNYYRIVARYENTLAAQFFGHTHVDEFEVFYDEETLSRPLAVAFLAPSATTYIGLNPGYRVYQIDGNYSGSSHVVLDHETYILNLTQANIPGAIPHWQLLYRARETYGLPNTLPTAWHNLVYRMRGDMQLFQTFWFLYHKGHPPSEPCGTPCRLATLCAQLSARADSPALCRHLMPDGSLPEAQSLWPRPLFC
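Human placenta-derived ASM enzyme was preincubated with compound for 10 minutes at room temperature, then given fluorogenic substrate HMU-PC0 (9 uM final) for 60 minutes at 37 °C; a pH 10 stop preceded fluorescence reading at Ex 386/Em 447 nm.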
MLL CXXC-DNA inh = blocks binding of human MLL CXXC domain to DNA. Potency, µM (doses to about 115 µM), for the others: top-dose activity change, negative = inhibition, usual class: inhibitors. 290,000 compounds, 0.037% hits. MLL-CXXC / FITC-HOXA9 DNA fluorescence polarization. AID 2662; active = well fitted inhibition curve with a large enough effect in the polarisation, with a control signal flat, not every such curve was filed as active; inconclusive = small, poorly fitted or top-dose-only effect, or effect the other way, or a change in a side signal; inactive = no such curve, though single readings can be large or run the other way; the % refers to the polarisation; also: potency is read from the fitted curve at half-maximal effect
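Steps: dispense CXXC domain solution (7 uM) → pin compounds or unlabeled HOX-A9 DNA control → 5 min ambient → add FLSN-HOX-A9 solution (50 nM) → spin → 30 min ambient → fluorescence polarization. Tris pH 7.5/NaCl/DTT/BSA buffer.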
Integrin act MD = activators of alpha7 integrin expression for muscular dystrophy; Potency, µM (top dose mostly 38.3 µM), for inactives: at the top dose activation, usual class: activators; alpha7betagal myoblasts, beta-gal FDG fluorescence, 48 h; 350,000 compounds, 0.064% hits; AID 624291;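 also: potency is read from the fitted curve at half-maximal effect; 100% = response of the positive control SU9516; nearly all actives have a fitted effect of over 60% in size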
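Alpha7betagal+/- myoblasts (passage 13) were plated 16-24 hr, then exposed to compounds (1:260 dilution of DMSO stock) for 48 hours at 37C. After MPER lysis, β-galactosidase reporter activity was read as FDG fluorescence (ex 480/em 540) after 30 minutes.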
A-T KAP1 phos = potential ataxia-telangiectasia treatments restoring KAP-1 phosphorylation; 320,000 compounds, 0.19% hits; Potency, µM (doses to about 57.5 µM), without a hit: at the highest dose activation, most hits filed as activators; AID 485349; […] A-T fibroblasts, KAP-1 phosphorylation AlphaLISA; neocarzinostatin DNA damage 30 min before lysis; also: potency is read from the fitted curve at half-maximal effect; % of control where 0% means no effect; nearly all actives have a fitted effect of over 45% in size
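hTERT-immortalized A-T patient fibroblasts ([…]), 500 cells/well in OPTI-MEM, 1% FBS, got compounds for 60 min, then NCS for 30 min at 37C. Lysates were then assayed for phospho-KAP-1 by AlphaLISA (anti-pKAP1 donor, anti-KAP1 acceptor beads), 6 hr at 25C.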
MBNL1-CUG inh = inhibitors of human MBNL1 binding to CUG repeat RNA | Q9NR56 | TR-FRET MBNL1-His/biotin-(CUG)12 binding, 665/545 ratio | Potency, µM (doses to about 57.5 µM), without a hit: at the highest dose activity change, negative = inhibition, most hits filed as inhibitors | 280,000 compounds, 0.036% hits; active = well fitted inhibition curve with a large enough effect in the signal ratio, with a control signal flat, not every such curve was filed as active; inconclusive = small, poorly fitted or top-dose-only effect, or effect the other way, or a change in a side signal; inactive = no such curve, though single readings can be large or run the other way; the % refers to the signal ratio; also: potency is read from the fitted curve at half-maximal effect; % is scaled to controls: 0 for no effect and ±100 for the full control effect
Target sequence (Q9NR56 whole entry, looked up): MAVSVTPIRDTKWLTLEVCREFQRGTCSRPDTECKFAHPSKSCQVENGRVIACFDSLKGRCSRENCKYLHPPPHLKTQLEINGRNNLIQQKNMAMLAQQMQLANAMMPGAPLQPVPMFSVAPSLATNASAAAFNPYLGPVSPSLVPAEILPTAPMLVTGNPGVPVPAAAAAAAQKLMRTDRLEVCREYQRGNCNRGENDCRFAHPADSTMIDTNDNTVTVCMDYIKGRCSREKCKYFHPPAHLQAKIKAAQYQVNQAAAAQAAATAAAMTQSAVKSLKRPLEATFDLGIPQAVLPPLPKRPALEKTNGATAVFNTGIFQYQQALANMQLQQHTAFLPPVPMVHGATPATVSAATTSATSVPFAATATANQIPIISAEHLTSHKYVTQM
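TR-FRET readout: Ex 340 nm, 665/545 nm emission ratio, normalized to buffer-only (basal) and MBNL1-(CUG)12 controls. Complex of MBNL1-His with Biotin-(CUG)12, compounds 92 nM–58 uM, incubated 60 min at room temperature.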
KCNH2 3.1 inh = KCNH2 3.1 (human) potassium channel inhibition. activity change, % (tested at about 1.8 µM). 340,000 compounds, 0.95% hits. U2OS KCNH2 3.1, thallium flux FluxOr; active compounds read low;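 active = maximum activity change below -70%; inconclusive = maximum activity change from -70% to -50%; inactive = maximum activity change above -50%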;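 also: thallium influx rate constant from kinetic fluorescence after stimulation buffer; % is scaled to controls: 0 for no effect and ±100 for the full control effect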
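We transduce U2OS cells with the mutant 3.1 virus, culture them overnight, load FluxOr with Red40 quencher for 45 min, then add stimulation buffer and read kinetically for 2 min to derive a normalized rate constant.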
GALK inhibitor = blocks human galactokinase activity; P51570; Purified GALK, Kinase-Glo residual ATP luminescence; Potency, µM (top dose mostly 57.5 µM), for the others: at the highest dose activity change, negative = inhibition, hits mostly inhibitors; 270,000 compounds, 0.007% hits; AID 1868; also: potency is read from the fitted curve at half-maximal effect; % is scaled to controls: 0 for no effect and ±100 for the full control effect
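Human GALK (5 nM) with 35 uM ATP and 100 uM galactose in 20 mM HEPES pH 8.0, 5 mM MgCl2, 60 mM NaCl, 1 mM DTT, 0.01% BSA. After 1 h at room temperature, leftover ATP was read by Kinase-Glo Plus luminescence.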
TRPV1 agonist = human TRPV1 agonism; TRPV1-expressing cells, Fluo-8 calcium influx, agonist mode; activation, % at 8.33 µM; 320,000 compounds, 0.19% hits; AID 540275; Q8NER1; in the data active = activation above about 80%; inconclusive = between about 30% and that limit; also: 0% is about no effect
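Cells expressing TRPV1 were dye-loaded with Fluo-8 and read kinetically: 10 s baseline, 3 min after compound (agonist portion), then 2 min after EC20 capsaicin (allosteric enhancer portion). Calcium-bound dye fluorescence at 480/520 nm.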
Active calls of the source: *; i = inactive; ? = inconclusive; . = no result given; [ ] = dose if it differs, or a comment. Unless noted, calls follow the shape of the dose curve; as a rule, active = well fitted curve in the direction sought with a large enough effect; inconclusive = small, poorly fitted or top-dose-only effect, or another doubt; inactive = no such curve, though single readings can be large; an effect the other way counts as inactive or inconclusive. The order is random; any-hit rate near 2%.

no.	mol	GALK inhibitor	hERG WT inh	MBNL1-CUG inh	Integrin act MD	S-ASM inh	MLL CXXC-DNA inh	TRPV1 agonist	KCNH2 3.1 inh	A-T KAP1 phos	FBPA coupling cs
1	O=[N+]([O-])c1ccc(SCCO)nc1SCCO	2%	8	?	-14%	-5%	-4%	-3	-5	10%	-1
2	COc1cccc(C(=O)C2CCCN(Cc3cn(CC(N)=O)c4ccccc34)C2)c1 (stereo not given)	2%	20	-14%	-28%	1%	-2%	?	-37	-7%	1
3	C=CCSc1nc2sc3c(c2c(=O)n1-c1ccccc1)CCN(C)C3	3%	6	-3%	26%	8%	5%	5	8	-13%	-2
4	O=C(COc1ccc(Br)cc1)N(Cc1ccco1)C1CCS(=O)(=O)C1 (stereo not given)	1%	-1	-4%	-6%	-2%	1%	3	-27	-4%	.
5	Cc1nn(C(=O)c2cc3sccc3[nH]2)c(C)c1C	0%	4	10%	-3%	3%	0%	7	1	3%	2
6	O=C(Nc1cccc(Cl)c1)Nc1ccc(Br)cc1F	-7%	10	3%	-20%	-9%	-3%	12	-18	5%	3
7	CN(C(=O)c1cccc(NC(=O)Cc2ccccc2)c1)c1ccccc1	3%	6	3%	0%	0%	-2%	?	-15	-1%	4
8	CCOc1ccccc1Oc1c(C)oc2cc(OC(=O)c3ccco3)ccc2c1=O	-4%	10	3%	6%	104%[activator]	99%[activator]	-4	-7	1%	1
9	Cc1ccc2[nH]c(=O)c(-c3noc(C(C)C)n3)cc2c1	1%	4	1%	5%	201%[activator]	1%	.	?	3%	1
10	CN1CCN(C(=O)CCN2C(=O)/C(=C\c3ccc(Cl)cc3)SC2=S)CC1	-3%	-11	22%	-17%	-1%	3%	3	3	8%	.
11	COc1ccccc1CC(=O)Nc1cc(Cl)ccc1O	0%	16	-5%	22%	-1%	-12%	8	-2	3%	-6
12	CCCc1cc(=O)[nH]c(SCC(=O)Nc2nonc2C)n1	-1%	6	-1%	-32%	-2%	13%	6	5	10%	1
13	COc1ccc(N(C(=O)Cn2nnc3ccccc32)C(C(=O)NCc2ccco2)c2ccc(C)o2)cc1 (stereo not given)	4%	1	-7%	25%	-3%	0%	0	-26	10%	4
14	CCOc1ccccc1OC(=O)CN1C(=O)c2ccccc2C1=O	3%	2	11%	13%	-5%	-5%	1	34	3%	-1
15	COC(=O)C(NC(=O)c1ccccc1)(Nc1nc(C)cs1)C(F)(F)F (stereo not given)	0%	-8	-11%	4%[7.66 µM]	1%	-3%	-2	12	7%	0
16	Cc1cc(=O)oc2cc(NC(=O)c3cccc(S(=O)(=O)N(C)C)c3)ccc12	0%	3	2%	0%	63%[activator]	3%	1	-1	-1%	1
17	Cc1nc2ccc(Cl)cc2c(-c2ccccc2)c1C(=O)N(C)C	.	-12	1%	-23%	-2%	-2%	3	6	-17%	5
18	FC(F)(F)c1ccc(CSc2ccccn2)cc1	.	-6	-4%	-21%	0%	13%	12	-43	-3%	-5
19	Clc1ccc(CSc2snnc2-c2ccccc2)c(Cl)c1	-1%	-2	1%	10%	-2%	12%	3	7	.	-1
20	Cc1cc(C)n(C(=O)c2ccc(C)c(Br)c2)n1	1%	4	1%	-14%	-1%	-6%	1	11	-1%	0
21	COc1ccc([N+](=O)[O-])cc1NC(=O)CSc1nncn1-c1ccccc1	0%	-2	?	-23%	3%	10%	-1	-1	3%	-12
22	O=C(Nc1cccc(F)c1)C1CCCN1S(=O)(=O)c1cccc2cccnc12 (stereo not given)	2%	-7	4%	-14%	3%	5%	0	-17	8%	-1
23	CCOc1ccccc1CNC(=O)CCC(=O)N1Cc2ccccc2Oc2ncccc21	-2%	-2	-4%	40%	1%	0%	1	-5	2%	.
24	COc1ccc(N(CC(=O)N2CCN(Cc3ccccc3)CC2)S(C)(=O)=O)cc1	3%	2	-5%	?	1%	0%	-5	-3	-15%	0
25	O=C1CCNCCN1[C@H](CO)Cc1ccccc1	.	3	-6%	11%	3%	4%	2	10	-2%	2

Exported with one line to a screen: part of the list above.
2. COc1cccc(C(=O)C2CCCN(Cc3cn(CC(N)=O)c4ccccc34)C2)c1 (stereo not given)
3. C=CCSc1nc2sc3c(c2c(=O)n1-c1ccccc1)CCN(C)C3

Compound	2	3
GALK inhibitor	2%	3%
hERG WT inh	20	6
MBNL1-CUG inh	-14%	-3%
Integrin act MD	-28%	26%
S-ASM inh	1%	8%
MLL CXXC-DNA inh	-2%	5%
TRPV1 agonist	?	5
KCNH2 3.1 inh	-37	8
A-T KAP1 phos	-7%	-13%
FBPA coupling cs	1	-2

Further compounds.
no.	mol	GALK inhibitor	hERG WT inh	MBNL1-CUG inh	Integrin act MD	S-ASM inh	MLL CXXC-DNA inh	TRPV1 agonist	KCNH2 3.1 inh	A-T KAP1 phos	FBPA coupling cs
26	CCNC(=O)NC(=O)COC(=O)c1ccccc1SCC(=O)NC(=O)NCC	2%	3	5%	-50%[inhibitor]	i	-5%	2	3	?	-1
27	C=CCc1cccc2cc(C(=O)NNC(=O)c3ccncc3)c(=O)oc12	8%	5	4%	12%	0%	5%	81*	14	-6%	5
28	CC(=O)c1cc2c(cc1NC(=O)CN1CCCCC1C)OCO2 (stereo not given)	-1%	-15	21%	3%	0%	0%	20	-8	.	1
29	CC(C(=O)NC1CCCC1)N1C(=O)c2cccc3cccc1c23 (stereo not given)	-4%	-11	?	2%	40%[activator]	?	2	2	4%	-12
30	Cc1ccc(O)c(NC(=O)c2ccc3c(c2)C(=O)N(CC(C)C)C3=O)c1	6%	-2	10%	4%	0%	3%	-1	-2	-6%	-2
31	Cc1ccc(N2C(=O)N(CC(=O)Nc3cccc(C)c3C)C(=O)C2C)cc1 (stereo not given)	.	2	.	5%	.	.	-6	6	.	.
32	COc1cc(C2/C(=C(\O)c3ccc4c(c3)OCCO4)C(=O)C(=O)N2CCN2CCOCC2)cc(OC)c1OC (stereo not given)	4%	12	14%	-12%	0%	-3%	-2	.	-1%	-1
33	c1ccc(CSc2ccc(-c3ccc4c(c3)OCO4)nn2)cc1	-2%	-5	-2%	7%	-2%	-8%	26	-5	14%	-3
34	Cc1c(C(N)=O)sc2ncn(CCOc3ccccc3)c(=O)c12	16%	-1	8%	-12%	1%	-1%	3	-4	0%	0
35	CCOC(=O)C1=C(C)NC(SCC(=O)Nc2cc(C)on2)=C(C#N)C1c1cccs1 (stereo not given)	0%	3	-3%	-43%[inhibitor]	36%[activator]	1%	4	9	4%	-1
36	Cc1ccc(S(=O)(=O)N2CC3(C)CN(S(=O)(=O)c4ccc(C)cc4)CC(C)(C2)C3=O)cc1	0%	12	-5%	4%	4%	4%	1	-14	0%	3
37	COc1ccc(-c2nc3ccccc3c(=O)n2CCOc2cc(C)ccc2C)cc1	1%	-1	-10%	-7%	-4%	1%	5	-6	16%	0
38	Cc1ccc(OCCCC(=O)NCc2ccco2)c(C)c1	0%	.	-2%	.	.	-4%	?	.	-1%	1
39	CCN(CC)C(=O)[C@H]1CC(CC(=O)NCc2ccc(OC)c(OC)c2)C(=O)N2CCc3c([nH]c4ccccc34)[C@]12C (stereo not given in full)	.	-1	.	0%	-1%	.	.	-5	4%	.
40	Clc1ccc(-n2ncc3c(NCc4ccc5c(c4)OCO5)ncnc32)cc1	0%	-5	6%	4%	18%	9%	1	9	.	-2
41	CCOC(=O)N1CCN(S(=O)(=O)CCNC(=O)c2ccccc2)CC1	.	11	.	-20%	-6%	.	14	17	-8%	.
42	O=C(c1cc(-c2ccccc2)nc2ccccc12)N1CCOCC1	15%	-2	1%	8%	4%	-4%	1	-2	17%	-2
43	O=C1C=CC(=C(c2ccc(O)cc2)c2ccc(O)cc2)C=C1	.	-4	.	-48%[inhibitor]	-4%	.	1	5	25%	8
